Source: PubChem (several laboratories)
Arrestin-AP2 inh – human beta-arrestin and AP2 interaction inhibition. FITC-arrestin peptide / GST-AP2 beads, flow cytometry; AP2 beta2 appendage carries R879A mutation. inhibition, % at 10 µM. 340,000 compounds, 0.31% hits. AID 504490;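 active means inhibition above a set limit, near 3 SD of compounds lacking own fluorescence, cut at about 54% in these data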;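 further: plate controls were DMSO wells for no effect and 5 µM unlabelled arrestin peptide for full effect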
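Material – AP2 appendage R879A on GSH beads · Buffer or medium – PBS with 0.05% Tween 20 and 0.1% BSA · Probe or stimulus – fluorescein-tagged arrestin peptide at 50 nM final · Incubation – compound with beads 12 min RT, then probe 1 h RT · Detection – high-throughput flow cytometry of beads, ex 488, em 535 nm · Evaluation – percent response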
SUMO Mot1 rescue – blocks SUMOylation pathway, rescuing yeast Mot1-301 growth; S. cerevisiae Mot1-301 growth rescue, ATP luminescence, 38.5C; percent above DMSO median, 100 means doubled; 320,000 compounds, 1% hits; growth rescue, % at 18.8 µM;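 active means every valid replicate shows activation above 250% relative to neutral control wells; inactive means the rest, any valid replicate at or below 250%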;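 further: OY570 slx delta 5 strain wells were the positive control but not used for scaling; some compounds called inactive have numbers as strong as hits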
PKA-R1A activ – activators of PKA-R1A complex; P00514+P68181; PKA-R1A dissociation, Cy5-IP20 fluorescence polarization; scaled: DMSO 0%, 113 µM cGMP 100%; activation, % at 11.4 µM; 340,000 compounds, 0.083% hits; AID 504707;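 active means percent activation above the mean of all tested compounds plus 3 SD, cut at about 19% in these data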;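 further: higher means more PKAc released from R1A so a rise in polarization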
phage Ecoli inh – E. coli growth loss with phage present. growth absorbance. inhibition, % at 11.9 µM. 360,000 compounds, 0.26% hits. AID 651602; in the data active means inhibition above about 11%
AddAB inh – less growth of phage-infected E. coli with AddAB; E. coli expressing H. pylori AddAB, absorbance growth; 330,000 compounds, 0.29% hits; inhibition, % at 11.9 µM; in the data active means inhibition above about 12%;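 further: 0% = vehicle wells of infected cells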
PfHsp90 yeast 2 – reduces growth (ATP signal) of yeast expressing P. falciparum Hsp90; S. cerevisiae expressing PfHsp90, BacTiter-Glo ATP, 48 h; yeast lacking PDR1 and PDR3 efflux regulators; inhibition, % at 9.4 µM; 310,000 compounds, 0.32% hits; AID 504621;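 active means every replicate shows inhibition above about 80%, whatever the replicate mean, limit read from the data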;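 further: 0% = DMSO neutral controls and 100% = 20 µM radicicol positive controls; yeast relying on Plasmodium falciparum Hsp90 in place of its own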
DSG3 Ab inh – human desmoglein-3 autoantibody binding inhibition. P32926. DSG3-coupled beads, scFv-anti-DSG3-GFP binding, flow cytometry; active compounds read low. binding (percent of control), % at 10 µM. 310,000 compounds, 0.48% hits. AID 588358;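 active means binding more than 3 SD below its plate's average and above zero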;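 further: hits lower antibody fragment binding to DSG3; some compounds called inactive have numbers as strong as hits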
Target sequence (P32926 whole entry, looked up, the tested form may be a part): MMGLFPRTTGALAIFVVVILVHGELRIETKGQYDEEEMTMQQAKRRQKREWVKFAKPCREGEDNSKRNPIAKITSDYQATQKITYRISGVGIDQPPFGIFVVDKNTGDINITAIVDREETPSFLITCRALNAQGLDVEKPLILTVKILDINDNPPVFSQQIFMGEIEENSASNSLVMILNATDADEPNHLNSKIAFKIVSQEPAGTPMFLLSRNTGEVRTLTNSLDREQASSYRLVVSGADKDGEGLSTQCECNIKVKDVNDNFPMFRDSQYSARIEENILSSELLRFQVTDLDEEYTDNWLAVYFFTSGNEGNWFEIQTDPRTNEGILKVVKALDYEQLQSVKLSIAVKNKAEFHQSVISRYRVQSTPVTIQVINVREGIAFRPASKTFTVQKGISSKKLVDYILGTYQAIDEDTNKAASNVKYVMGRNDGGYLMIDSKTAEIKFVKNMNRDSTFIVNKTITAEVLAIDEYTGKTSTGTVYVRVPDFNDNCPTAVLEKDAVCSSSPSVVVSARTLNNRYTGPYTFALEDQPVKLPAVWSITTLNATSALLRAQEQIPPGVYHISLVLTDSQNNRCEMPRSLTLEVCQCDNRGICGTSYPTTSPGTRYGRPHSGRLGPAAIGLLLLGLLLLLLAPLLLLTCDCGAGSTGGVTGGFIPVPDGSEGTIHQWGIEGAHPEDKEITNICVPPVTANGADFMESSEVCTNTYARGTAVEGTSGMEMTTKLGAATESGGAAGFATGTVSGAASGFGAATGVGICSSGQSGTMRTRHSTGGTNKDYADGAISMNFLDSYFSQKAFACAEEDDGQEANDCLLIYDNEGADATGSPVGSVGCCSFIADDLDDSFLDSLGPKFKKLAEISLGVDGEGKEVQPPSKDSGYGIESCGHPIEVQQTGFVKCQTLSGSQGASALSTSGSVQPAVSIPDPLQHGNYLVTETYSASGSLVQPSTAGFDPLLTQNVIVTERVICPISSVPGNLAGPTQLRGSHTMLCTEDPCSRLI
E coli growth – reduces bacterial viability in AddAB counter-screen; E. coli V3065 growth, OD600 absorbance, 18 h; inhibition, % at 11.9 µM; 330,000 compounds, 0.27% hits; AID 449728;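 active means inhibition above the campaign's mean inhibition across all tested compounds plus 3 SD, cut at about 9.9% in these data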;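 further: uninfected addAB+ strain grown without phage in ampicillin broth; 0% = DMSO wells and 100% = ciprofloxacin 0.95 µg/ml wells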
Tat transport – E. coli Tat transport inhibition. 340,000 compounds, 0.036% hits. inhibition, % at 10 µM. E. coli MC4100 TorA-mCherry Tat export, fluorescence;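 active means mean replicate inhibition at least 50% and at least half of replicates individually reaching 50%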;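 further: exported cargo escapes ClpAP degradation while cytoplasmic cargo is degraded and loses fluorescence; 0% = median of neutral control wells and 100% = median of NaSCN control wells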
MOR-DOR ag – OPRM1-OPRD1 heterodimerization agonism; cells, luminescence; activation, % at 9.3 µM; 340,000 compounds, 0.3% hits; AID 504326; in the data active means activation above about 18%;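 further: 0% = vehicle-treated cells and 100% = reference agonist; values of inactives mirror those of a sister screen read the other way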
MOR-DOR inv ag – inverse agonist of human OPRM1-OPRD1 heterodimerization. P35372+P41143. cell-based MOR-DOR heterodimer luminescence, inverse agonism. inhibition, % at 9.3 µM. 340,000 compounds, 0.21% hits. AID 504357; in the data active means inhibition above about 22%, passing the limit was not always enough;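 further: 0% = cells with DMSO and 100% = wells without cells with DMSO; values of inactives mirror those of a sister screen read the other way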
* = called active by the depositor; · = no result given.

compound	Arrestin-AP2 inh	SUMO Mot1 rescue	PKA-R1A activ	phage Ecoli inh	AddAB inh	PfHsp90 yeast 2	DSG3 Ab inh	E coli growth	Tat transport	MOR-DOR ag	MOR-DOR inv ag
CC1CC(C)CN(C(=O)COC(=O)CN2C(=O)c3ccccc3C2=O)C1 (stereo unspecified)	-4.3	-3.0	-1.8	4.0	-0.7	·	85.7	-0.1	4.4	-3.3	17.4
O=c1cc(-c2ccccc2)[nH]c2[nH]n(-c3ccccc3)c(=O)c12	7.1	10.7	-2.4	-2.0	1.1	8.1	97.9	1.0	-3.4	2.1	-10.4
Cc1ccc(S(=O)(=O)/N=C(\N)c2ccc(F)cc2)cc1	3.0	·	-1.6	0.7	2.2	2.6	102.5	3.3	-10.7	-1.6	8.0
COc1ccc(CCNCC(O)Cn2ccc3ccccc32)cc1OC (stereo unspecified)	33.9	230.9	4.9	-0.5	0.2	6.3	111.8	1.9	4.6	1.0	-4.9
CCOc1ccccc1/C=N/NC(=O)c1cccc(Cl)c1	-0.8	316.0	-3.8	3.5	2.7	-12.5	96.7	1.1	2.8	1.1	-5.4
COCCn1c(-c2ccc3ccccc3c2)nc2c1c(=O)[nH]c(=O)n2CC(C)C	-0.5	-14.1	3.5	0.7	2.2	-91.2	101.2	-3.1	4.6	3.2	-16.7
O=C1CCC(C(=O)OC(C(=O)Nc2cc(Cl)cc(Cl)c2)c2ccccc2)=NN1 (stereo unspecified)	-2.7	4.9	-13.4	2.6	-0.8	4.0	93.3	-2.0	-3.7	3.4	-13.9
COc1ccc(C(=O)COC(=O)c2cc3ccccc3oc2=O)c(OC)c1	-19.1	-24.4	-6.7	-0.1	1.0	5.2	102.5	0.6	6.2	-1.4	9.0
CCNc1sc(C(=O)OCC)c(N)c1C#N	1.3	12.5	-2.6	1.2	0.0	4.7	101.5	0.7	4.8	-1.2	6.0
CC1CCN(S(=O)(=O)c2cccc(S(=O)(=O)N3CCOCC3)c2)CC1	35.7	3.5	-3.0	-1.6	3.7	·	104.6	-0.1	6.3	-0.2	1.2
COCCNC(=O)C(=O)NCC1OCCN1S(=O)(=O)c1ccc2c(c1)OCCO2 (stereo unspecified)	15.8	149.7	-6.1	3.5	-0.3	-7.8	98.4	-2.0	3.9	-3.2	17.0
CC(=O)NC(CCS(C)(=O)=O)C(=O)Nc1cc(Cl)ccc1Cl (stereo unspecified)	0.6	-4.0	-4.2	1.1	-3.2	11.3	88.1	0.7	1.0	-3.0	16.4
CN(C)c1nc2c(c(=O)n(C)c(=O)n2C)n1Cc1ccccc1	8.5	1.3	0.9	2.7	1.6	12.6	101.0	2.2	3.1	-1.8	9.4
CCOc1ccc(Nc2nc(Cl)nc(N3CCN(c4ccc(OC)cc4)CC3)n2)cc1	26.4	-6.8	-16.7	-0.4	1.9	-7.4	104.4	0.2	-8.2	2.2	-12.1
Nc1ccc(Br)cc1C(=O)O	12.9	180.0	-11.7	2.5	0.2	11.2	87.0	-1.2	0.5	-1.3	6.5
O=C(NCc1ccco1)C(c1ccccc1)N(Cc1ccccc1)C(=O)Cn1nnc2ccccc21 (stereo unspecified)	4.0	·	4.8	0.2	0.6	2.1	100.3	0.5	4.9	-2.5	13.1

Filtered by structure: the entries above containing a Cl atom (4)
compound	Arrestin-AP2 inh	SUMO Mot1 rescue	PKA-R1A activ	phage Ecoli inh	AddAB inh	PfHsp90 yeast 2	DSG3 Ab inh	E coli growth	Tat transport	MOR-DOR ag	MOR-DOR inv ag
CCOc1ccccc1/C=N/NC(=O)c1cccc(Cl)c1	-0.8	316.0	-3.8	3.5	2.7	-12.5	96.7	1.1	2.8	1.1	-5.4
O=C1CCC(C(=O)OC(C(=O)Nc2cc(Cl)cc(Cl)c2)c2ccccc2)=NN1 (stereo unspecified)	-2.7	4.9	-13.4	2.6	-0.8	4.0	93.3	-2.0	-3.7	3.4	-13.9
CC(=O)NC(CCS(C)(=O)=O)C(=O)Nc1cc(Cl)ccc1Cl (stereo unspecified)	0.6	-4.0	-4.2	1.1	-3.2	11.3	88.1	0.7	1.0	-3.0	16.4
CCOc1ccc(Nc2nc(Cl)nc(N3CCN(c4ccc(OC)cc4)CC3)n2)cc1	26.4	-6.8	-16.7	-0.4	1.9	-7.4	104.4	0.2	-8.2	2.2	-12.1

(further entries)
compound	Arrestin-AP2 inh	SUMO Mot1 rescue	PKA-R1A activ	phage Ecoli inh	AddAB inh	PfHsp90 yeast 2	DSG3 Ab inh	E coli growth	Tat transport	MOR-DOR ag	MOR-DOR inv ag
Cn1nccc1NC(=O)CSCC(=O)O	-1.9	-0.4	0.1	-0.5	1.3	-4.7	104.3	2.0	0.7	-2.5	13.3
CCOc1ccc(C2C(C#N)=C(N)Oc3cc(C)n(CCN4CCOCC4)c(=O)c32)cc1OCC (stereo unspecified)	3.0	·	-12.8	1.7	·	0.8	108.3	·	-2.2	-1.9	10.8
Cc1ccc2[nH]c(=O)cc(C(=O)OCC(=O)c3ccc(F)cc3)c2c1	-3.8	8.4	-0.1	-1.6	0.3	4.1	·	1.3	-1.6	0.2	-0.7
CC1CCN(c2ccccc2NC(=O)c2cc([N+](=O)[O-])ccc2N2CCOCC2)CC1	3.3	1.0	-9.6	0.2	0.5	-20.4	·	-1.9	20.8	3.6	-19.1
CCCCCC(=O)NC(=S)Nc1ccccc1C(=O)OC	-4.8	-19.1	1.0	-2.5	0.5	4.9	·	1.3	3.8	-0.2	1.2
Cc1cc(=O)n2nc(N3CCCC(C(=O)N4CCN(c5ccccc5)CC4)C3)sc2n1 (stereo unspecified)	-4.4	·	-2.2	2.3	1.9	11.9	99.0	-0.2	-0.1	-0.6	3.3
c1cnc2ccc(C(c3nnnn3C3CCCCC3)N3CCCCC3)cc2c1 (stereo unspecified)	-3.2	-11.0	0.4	0.5	0.1	-4.2	98.6	-1.5	-5.4	-3.0	16.2
O=C(Oc1cccc(C(=S)N2CCCCC2)c1)c1ccccc1	56.0*	-9.1	-4.1	0.6	-1.8	-17.5	106.8	0.5	-1.0	0.1	-0.4
CCc1nc(SCC(=O)Nc2cc(C)on2)n[nH]1	7.4	16.3	3.1	1.0	-0.3	3.9	101.8	-1.1	6.1	-0.8	3.4
Cc1noc(C)c1NC(=O)Nc1ccc2c(c1)C(=O)N([C@H](C)CO)C[C@H](C)[C@@H](CN(C)S(=O)(=O)c1ccccc1)O2	-1.6	7.5	-5.1	-1.2	2.8	-2.4	103.0	-0.6	0.0	-0.6	2.9
O=C(c1ccco1)N(Cc1cc2ccccc2[nH]c1=O)CC1CCCO1 (stereo unspecified)	2.9	197.3	1.4	1.5	2.9	26.3	105.3	0.2	-3.5	-1.6	9.1
Cc1ccc(-n2cc(CN3CCN(Cc4nccn4C)CC3)c(-c3ccc(F)cc3)n2)cc1	4.2	-25.3	-10.4	2.6	0.9	32.9	109.0	-3.2	9.9	0.0	-0.3
Cn1c(=O)cc(SCC(=O)NCCCN2CCN(c3ccc(F)cc3)CC2)c2ccccc21	22.8	-6.0	-0.9	2.2	3.0	·	·	1.9	5.6	-2.3	13.7
COCCCNc1nc2ccccc2nc1NS(=O)(=O)c1cccs1	-1.4	-17.2	2.6	0.2	0.5	8.7	107.5	-1.3	3.5	-2.9	14.4
O=C(COc1ccc(C(=O)c2ccccc2)cc1)NCc1ccc(F)cc1	-11.3	-3.0	-7.8	5.1	1.9	-11.0	101.1	0.7	4.6	-3.7	18.7
COc1cccc(CNc2ccc(S(=O)(=O)N3CCCC3)cn2)c1	-2.6	4.2	-7.0	0.1	5.5	-6.0	100.6	1.6	-9.3	-0.8	3.3
CC(NC(=O)c1ccccc1Br)c1nnc(SCc2ccc([N+](=O)[O-])cc2)n1C (stereo unspecified)	-10.7	-3.7	3.2	2.6	0.8	-1.4	100.9	-2.3	-5.3	-0.4	1.9
N#Cc1c2n(c3c(=O)n(Cc4ccc(Cl)cc4)cnc13)CCCC2	4.3	-5.7	-0.4	0.2	1.9	-29.9	104.4	-0.5	3.1	-0.9	4.0
Cc1cc(NC(=O)CCn2c(=O)sc3ccccc32)no1	3.9	-6.6	-4.6	2.1	1.2	-18.6	124.4	1.1	2.8	-2.5	14.9
C=CCOC(=O)C1=C(C)NC(SCC(=O)Nc2ccc(C)c(Cl)c2)=C(C#N)C1c1ccco1 (stereo unspecified)	-3.2	-1.7	2.4	2.9	0.3	-59.0	101.2	-1.8	11.5	13.6	-81.1
Cc1cc(C)c2[nH]c(=O)c(CN(Cc3ccc4c(c3)OCO4)Cc3nnnn3C3CCCC3)cc2c1	-13.8	0.1	-9.4	1.3	0.6	4.1	100.4	0.0	0.2	0.3	-1.7
CCn1cc(/C=C(\NC(=O)c2cc(OC)c(OC)c(OC)c2)C(=O)NCCN2CCOCC2)c2ccccc21	9.9	-13.8	5.4	1.4	1.9	26.2	·	-1.9	-11.2	-2.4	12.9
Cn1ccc(C(=O)N2CCCc3ccccc32)n1	22.2	-5.5	-0.6	-1.5	5.3	2.0	97.4	0.5	-0.1	-1.4	5.8
CSCc1ccc(C(=O)NCC(c2cccs2)N2CCOCC2)cc1 (stereo unspecified)	14.8	5.6	-14.2	1.3	0.5	·	96.6	-0.9	-9.7	-1.8	9.9
CS(=O)Cc1cc(Sc2ccccc2)nc(-c2cccnc2)n1 (stereo unspecified)	2.8	7.1	1.2	3.0	1.9	15.4	97.4	-1.8	-2.8	-1.6	8.9
CC(CC(=O)Nc1cc([N+](=O)[O-])ccc1Cl)c1ccccc1 (stereo unspecified)	2.8	·	5.0	2.3	1.1	1.2	95.3	-2.5	0.5	-0.1	0.6
COc1cc(OC)cc(C(=O)NC(=S)NCc2ccco2)c1	19.2	-11.7	-6.7	·	2.6	-27.7	104.2	3.1	-0.9	1.4	-7.2
O=C(NCc1ccc2c(c1)OCO2)C1COc2ccccc2O1 (stereo unspecified)	7.4	-15.2	-1.7	1.4	2.7	-63.7	100.0	2.5	0.5	-0.1	0.6
CN(CC(=O)Nc1c(Cl)cccc1Cl)C(=O)c1cc(-c2cccs2)nn1-c1ccccc1	42.3	204.0	-4.6	4.3	1.5	-5.6	106.4	-0.3	-0.9	-2.9	15.8
CS(=O)(=O)c1ccc(C(=O)Nc2ccc(N3CCOCC3)cc2)c(Cl)c1	29.8	-19.1	1.3	2.5	3.6	-9.6	100.0	1.6	-7.3	-0.4	1.8
CCc1ccc(CN(C)C(=O)c2cc(COc3cccc(C(F)(F)F)c3)on2)nc1	21.2	-1.1	0.1	-0.2	-1.4	1.3	·	0.0	24.1	6.6	-35.4
